# NTMT1 inh = NTMT1 methyltransferase inhibition. Q9BV86. AID 1645870. actives 2.5% (n = 59,000). Potency, µM (titrated, usually from 114 µM), inactives show top-dose activity change, negative = inhibition, most hits filed as inhibitors. NTMT1 MTase-Glo SAH luminescence, purified enzyme;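 also: potency is read from the fitted curve at half-maximal effect; plate controls were DMSO vehicle for no effect and no enzyme for full effect; nearly all actives have a fitted effect of over 65% in size; many of its hits are not listed in these tables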
# p53null 39C kill = selectivity test: cytotoxicity in p53 null cells, nonpermissive temperature. H1299 p53-null (neo) cells, 39C, ATPlite viability, 24 h. Potency, µM (highest dose often 46.1 µM), without a hit: top-dose activity, negative = cell killing, actives largely listed as cytotoxic. actives 0.97% (n = 55,000). AID 904;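 also: potency is read from the fitted curve at half-maximal effect; 0% = DMSO only and -100% = full killing by 100 µM tamoxifen; nearly all actives have a fitted effect of over 50% in size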
#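 Luminescent ATP signal reported cell survival after H1299 lines (neo, p53 null; or p53 A138V) received up to 46 uM compound and 24 hr incubation at 39C.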
# B2AR arrestin ag = ADRB2 beta-arrestin recruitment; HTLA Tango cells, beta-arrestin recruitment, luciferase luminescence, 18 h; Potency, µM (highest dose often 46.1 µM), inactives show at the highest dose activation, hits mostly activators; P07550; 44,000 tested, under 10 active; AID 1347077;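 also: potency is read from the fitted curve at half-maximal effect; 0% = DMSO and full agonism = EC100 isoproterenol or metaproterenol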
# Target sequence (P07550 whole entry, looked up): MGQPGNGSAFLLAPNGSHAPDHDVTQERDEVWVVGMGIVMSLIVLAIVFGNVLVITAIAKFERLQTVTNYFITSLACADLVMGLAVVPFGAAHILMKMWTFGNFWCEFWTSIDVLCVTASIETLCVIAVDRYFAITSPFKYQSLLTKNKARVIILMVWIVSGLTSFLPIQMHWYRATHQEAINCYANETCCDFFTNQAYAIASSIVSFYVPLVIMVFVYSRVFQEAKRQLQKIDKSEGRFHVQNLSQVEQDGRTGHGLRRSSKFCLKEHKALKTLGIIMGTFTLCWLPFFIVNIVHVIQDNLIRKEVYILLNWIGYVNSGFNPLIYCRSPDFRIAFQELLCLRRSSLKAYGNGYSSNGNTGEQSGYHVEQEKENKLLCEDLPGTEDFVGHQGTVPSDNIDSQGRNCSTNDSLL
#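 Luminescence read-out: arrestin recruitment to recombinant beta2-AR releases tTA, inducing luciferase. Cells exposed 18 hr at 37 degrees C to up to 46 microM compound; %Activity from corrected signal, concentration-response curves classified by r2, magnitude and efficacy.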
# p53null 32C kill = selectivity test: cytotoxicity in p53 null cells, permissive temperature | actives 0.62% (n = 55,000) | H1299-neo p53 null cells, ATP luminescence, 24 h, 32C | Potency, µM (series often up to 46.1 µM), for inactives: top-dose activity change, negative = cytotoxicity, hits mostly cytotoxic;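 also: potency is read from the fitted curve at half-maximal effect; 0% = DMSO only and -100% = full killing by 100 µM tamoxifen; nearly all actives have a fitted effect of over 55% in size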
#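 We seeded p53-null H1299-neo cells, incubated them overnight at 37C, and added compounds across a range up to 46 uM. After 24 hours at 32C, ATP reagent was applied for 20 min at room temperature and luminescence recorded.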
# PTAP-TSG101 blk = TSG101-PTAP interaction inhibition, HIV-1 budding. Fluorescence polarization, FITC-PTAP peptide/Tsg101, 20 min. Potency, µM (series often up to 115 µM), inactives show top-dose activity change, negative = inhibition, most hits filed as inhibitors. 44,000 tested, under 10 active; also: potency is read from the fitted curve at half-maximal effect; 0% is about no effect
#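 Compounds pinned into 10 uM Tsg101 binding domain, then 50 nM FITC-PTAP peptide added in pH 7.5 HEPES buffer; FP read after 20 min, room temperature. Total S+P intensity flags fluorescent compounds; active cut-off <25 µM, efficacy <60%.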
# GALK inhibitor = inhibitors of human galactokinase (GALK); AID 1347072; Potency, µM (highest dose often 57.5 µM), inactives show at the top dose activity, negative = inhibition, usual class: inhibitors; P51570; 44,000 tested, under 10 active; recombinant GALK, Kinase-Glo ATP luminescence, 1 h;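 also: plate controls were full GALK reaction for no effect and reaction lacking GALK for full effect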
# Target sequence (P51570 whole entry, looked up): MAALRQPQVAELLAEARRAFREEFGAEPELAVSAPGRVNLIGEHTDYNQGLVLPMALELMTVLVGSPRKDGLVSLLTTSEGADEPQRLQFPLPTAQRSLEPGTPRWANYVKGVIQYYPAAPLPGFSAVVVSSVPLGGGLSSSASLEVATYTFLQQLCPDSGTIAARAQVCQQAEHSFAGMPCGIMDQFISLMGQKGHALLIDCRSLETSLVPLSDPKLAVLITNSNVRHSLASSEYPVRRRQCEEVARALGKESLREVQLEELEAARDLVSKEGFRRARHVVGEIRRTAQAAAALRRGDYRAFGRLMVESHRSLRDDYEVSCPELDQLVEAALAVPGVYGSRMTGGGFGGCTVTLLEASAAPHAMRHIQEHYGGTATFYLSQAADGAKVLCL
#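 Compounds were pinned into ATP buffer, then GALK-galactose mix was added (final 5 nM enzyme, 35 uM ATP, 100 uM galactose, pH 8.0). After 1 h at room temperature, Kinase-Glo Plus was added and luminescence read.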
# FH mod = Identification of activators of human fumarate hydratase by quantitative high-throughput screening; FH coupled MDH/diaphorase resazurin fluorescence, 15 min; Potency, µM (series often up to 79.9 µM), for inactives: at the highest dose activity change, negative = inhibition, usual class: inhibitors; actives 0.22% (n = 54,000); AID 1347055, 2019; also: potency is read from the fitted curve at half-maximal effect; % is scaled to controls: 0 for no effect and ±100 for the full control effect; the screen sought activators but most active calls are inhibition curves; nearly all actives have a fitted effect of over 45% in size
# The depositor's hits bear a star; ? = inconclusive; . = not tested or not shown; [ ] = dose if it differs, or a comment. Calls follow the shape of the dose curve; as a rule, active = well fitted curve in the direction sought with a large enough effect; inconclusive = small, poorly fitted or top-dose-only effect, or another doubt; inactive = no such curve, though single readings can be large; an effect the other way counts as inactive or inconclusive. Some of the compounds tested; rates above refer to the full screens.
SMILES,NTMT1 inh,p53null 39C kill,B2AR arrestin ag,p53null 32C kill,PTAP-TSG101 blk,GALK inhibitor,FH mod
COCCCNC(=O)Cn1c(=O)n(-c2ccc(C)cc2)c(=O)c2c1c1cc(C)ccc1n2C,-0.7%,-7.6%,-0.6%,0.4%,2.8%,0.2%,-3.1%
Cc1ccccc1NC(=O)Nc1ccc2nc(N3CCN(C)CC3)cc(C)c2c1,-3.4%,-1.1%,-0.4%,2.1%,-6.6%,-0.7%,3.2%
COc1ccccc1C(=O)Nc1ccc2nc(SCCOc3ccccc3C)sc2c1,8.9%,5.9%,-3.4%,-9.9%,1.4%,-11.9%,-10.4%
COc1ccccc1NC(=O)CSc1nnc(-c2cccc(Cl)c2)o1,2.9%,-2.7%,-1.2%,-11.5%,-3.2%,0.0%,?
O=C(Cn1c(=O)n(-c2ccc(F)cc2)c(=O)c2sc3ccccc3c21)NC1CCCCC1,1.5%,23.1%,-0.2%,-1.6%,-6.4%,-0.1%,-1.3%
Cc1oc(-c2ccc(Cl)cc2)nc1CSCC(=O)NCc1ccccc1Cl,-0.2%,24.4%,0.1%,-3.5%,-1.2%,-5.3%,-22.1%
CCOCCn1ccc2c(OCC(=O)Nc3cccc([N+](=O)[O-])c3)cccc2c1=O,1.1%,?,-4.0%,-15.2%,-2.2%,-1.6%,-25.7%
Cc1ccc(-n2ncc(C(=O)NC3CCN(Cc4ccccc4)CC3)c2C2CCN(C(=O)OC(C)(C)C)CC2)cc1C,-0.8%,-1.1%,-0.4%,12.2%,-3.8%,1.3%,?
CN(Cc1ccccc1)C(=O)CSc1nc2ccsc2c(=O)n1-c1ccc(F)cc1,-8.0%,-2.9%,-0.4%,-5.6%,-4.6%,-0.8%,-28.1%
CCOC(=O)c1c(C)[nH]c(C)c1S(=O)(=O)N1CCC(C(=O)N2CCN(c3ccccc3)CC2)CC1,4.3%,-1.5%,-0.3%,1.8%,-0.1%,2.0%,23.6%
Cc1nn(C(=O)c2ccccc2)c(C)c1Sc1ccc(Cl)cc1,1.0%,14.5%,0.1%,49.8%[activator],-3.6%,-1.2%,?
CC(=O)c1cccc(NC(=O)Cn2c(=O)oc3cc(S(=O)(=O)NCc4ccccc4)ccc32)c1,-17.0%,19.5%,-1.6%,-1.8%,-0.4%,-1.6%,-14.5%
Cc1ccccc1C(=O)Nc1ccc(C(=O)OCc2cc(=O)n3nc(C4CC4)sc3n2)cc1,-2.8%,7.5%,-0.9%,-9.0%,32.0%[activator],1.5%,-10.8%
CCc1ccc(C(=O)NC(Cc2c[nH]c3ccccc23)C(=O)OCC(=O)c2ccc(Br)cc2)cc1 (stereo unspecified),21.0%,27.4%,-0.5%,14.3%,-2.3%,1.4%,-6.0%
COc1ccc(CNC(=O)CCc2c(C)nn(-c3ccc(N4CCOCC4)nn3)c2C)cc1,-5.4%,-7.7%,0.7%,-4.8%,-5.0%,1.5%,-6.4%
Cc1cc(Cl)ccc1NC(=O)CCCn1nc(C)c2c(C)n(-c3ccccc3)nc2c1=O,-27.4%,5.0%,-0.3%,7.7%,2.0%,-0.3%,2.3%
CCc1ccc(CNc2ncnc3onc(-c4ccc(Cl)cc4)c23)cc1,9.3%,-8.7%,0.3%,-4.9%,-4.7%,-1.3%,-12.6%
CC1CCN(S(=O)(=O)c2ccc3c(c2)N(CC(=O)NC(C)c2ccccc2)C(=O)CS3)CC1 (stereo unspecified),-4.6%,-9.0%,-1.2%,-16.7%,-5.3%,1.6%,-10.6%
Cc1ccc(Cl)cc1N1CCN(C(=O)CN2C(=O)CSc3c2c(C)nn3-c2ccccc2)CC1,9.3%,-11.2%,0.8%,10.3%,-0.1%,1.8%,-2.9%
CCc1nn(CC(=O)NCCc2ccc(OC)cc2OC)c(=O)c2cc3sccc3n12,-0.8%,-11.8%,0.3%,2.2%,4.1%,0.2%,-11.0%
O=C(COc1ccccc1)N(Cc1cccnc1)c1nc2c(F)cccc2s1,-4.0%,13.7%,-3.4%,-9.6%,-0.3%,0.0%,-9.1%
CCc1ccc(NS(=O)(=O)c2cc(Br)cc3c2N(C(C)=O)CC3)cc1,6.8%,12.3%,0.9%,17.4%,7.0%,5.2%,-34.1%
COc1ccc(NC(=O)CN(C)S(=O)(=O)c2ccc(C(=O)N3CCOCC3)s2)cc1,9.8%,-1.8%,0.4%,-8.4%,-0.2%,-3.1%,-2.9%
CCOc1ccc(CNC(=O)c2cc3c(s2)-c2ccccc2OC3)cc1,-12.9%,-11.7%,-1.3%,-7.4%,-4.7%,0.2%,-4.1%
CC1Cc2cc(S(=O)(=O)N3CCN(c4ccccc4F)CC3)ccc2N1C(=O)C1CCC1 (stereo unspecified),.,1.3%,0.2%,-9.1%,-0.7%,0.6%,.
Cc1nc2scc(C)n2c(=O)c1S(=O)(=O)NCc1ccccc1Cl,.,-10.9%,-1.0%,0.8%,1.1%,3.4%,.
CCCOc1ccc(C(=O)Nc2cccc(NC(=O)c3cccc(Cl)c3)c2)cc1,-2.0%,-15.8%,0.4%,-11.0%,0.0%,3.1%,-4.9%
CCN1CCOC(=O)C1CC(=O)Nc1cc(Cl)ccc1OC (stereo unspecified),5.5%,.,0.2%,.,-9.0%,0.0%,2.8%
COC(=O)c1ccc(C2c3c(oc4ccccc4c3=O)C(=O)N2c2nc(C)c(C(=O)OC)s2)cc1 (stereo unspecified),1.4%,-19.4%,-0.1%,6.4%,-0.6%,1.8%,4.8%
Cc1ccccc1CN1C(=O)c2ccccc2Sc2ccc(C(=O)OCc3ccco3)cc21,2.4%,0.1%,0.0%,1.3%,1.0%,1.0%,-14.0%
O=C(COCc1cc(-c2cccs2)on1)NCc1cccc(Cl)c1,6.7%,-18.3%,0.9%,-9.1%,-2.5%,0.4%,-26.4%
COc1cc(NC(=O)Cc2noc3ccccc23)cc(OC)c1OC,14.4%,0.4%,0.0%,0.3%,-0.9%,?,11.5%

# Part of the list above in order of count of non-hydrogen atoms, largest number first.
SMILES,NTMT1 inh,p53null 39C kill,B2AR arrestin ag,p53null 32C kill,PTAP-TSG101 blk,GALK inhibitor,FH mod
COC(=O)c1ccc(C2c3c(oc4ccccc4c3=O)C(=O)N2c2nc(C)c(C(=O)OC)s2)cc1 (stereo unspecified),1.4%,-19.4%,-0.1%,6.4%,-0.6%,1.8%,4.8%
Cc1ccc(Cl)cc1N1CCN(C(=O)CN2C(=O)CSc3c2c(C)nn3-c2ccccc2)CC1,9.3%,-11.2%,0.8%,10.3%,-0.1%,1.8%,-2.9%
COCCCNC(=O)Cn1c(=O)n(-c2ccc(C)cc2)c(=O)c2c1c1cc(C)ccc1n2C,-0.7%,-7.6%,-0.6%,0.4%,2.8%,0.2%,-3.1%
Cc1cc(Cl)ccc1NC(=O)CCCn1nc(C)c2c(C)n(-c3ccccc3)nc2c1=O,-27.4%,5.0%,-0.3%,7.7%,2.0%,-0.3%,2.3%
COc1ccccc1C(=O)Nc1ccc2nc(SCCOc3ccccc3C)sc2c1,8.9%,5.9%,-3.4%,-9.9%,1.4%,-11.9%,-10.4%
COc1ccc(NC(=O)CN(C)S(=O)(=O)c2ccc(C(=O)N3CCOCC3)s2)cc1,9.8%,-1.8%,0.4%,-8.4%,-0.2%,-3.1%,-2.9%
CCCOc1ccc(C(=O)Nc2cccc(NC(=O)c3cccc(Cl)c3)c2)cc1,-2.0%,-15.8%,0.4%,-11.0%,0.0%,3.1%,-4.9%
Cc1oc(-c2ccc(Cl)cc2)nc1CSCC(=O)NCc1ccccc1Cl,-0.2%,24.4%,0.1%,-3.5%,-1.2%,-5.3%,-22.1%
CCOc1ccc(CNC(=O)c2cc3c(s2)-c2ccccc2OC3)cc1,-12.9%,-11.7%,-1.3%,-7.4%,-4.7%,0.2%,-4.1%
Cc1nc2scc(C)n2c(=O)c1S(=O)(=O)NCc1ccccc1Cl,.,-10.9%,-1.0%,0.8%,1.1%,3.4%,.

# Bioassay records as filed in PubChem.
